# TCR activator = T cell receptor activation. primary human leukocytes, anti-CD3, IL-2 HTRF, 48 h. 330,000 tested, under 10 active. Potency, µM (series often up to 9.22 µM), for inactives: at the highest dose activation of IL-2 secretion, hits mostly activators. AID 504894; further: % of control where 0% means no effect
#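 Primary human leukocytes incubated 48 hr with anti-CD3 beads plus compound, without co-stimulation. Secreted IL-2 measured by HTRF (europium cryptate/d2 anti-IL-2 pair, 320 nm excitation, 665 nm emission).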
# Chronic BCR inh = blocks chronic active B-cell receptor signaling; ABC-DLBCL IkBa-CBG/CBR reporter, luminescence ratio, 4 h; AID 493014; Potency, µM (series often up to 46.1 µM), inactives show at the highest dose ratio change, negative = lower green/red ratio, usual class: inhibitors; 340,000 compounds, 0.05% hits; active means well fitted inhibition curve with a large enough effect in the signal ratio, with a control signal flat, not every such curve was filed as active; inconclusive means small, poorly fitted or top-dose-only effect, or effect the other way, or a change in a side signal; the % refers to the signal ratio;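 further: potency means the concentration at half of the fitted maximal effect; plate controls were basal doxycycline-induced cells for no effect and cells given 10 µM MG132 for full effect; MG132 reads +100%, hits lower the ratio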
#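 Doxycycline induced both beetle luciferases in TMD8 lymphoma cells; IKK-driven degradation limits the IkappaBalpha-fused green signal, while red luminescence normalises for cell number and nonspecific effects. Compounds tested up to 46 uM, 4 hrs.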
# KCNH2 WT inh = KCNH2 (human, wildtype) channel inhibition; activity change, % at 1.84 µM; U2OS, BacMam KCNH2, thallium flux FluxOr; stronger effect = lower value; 340,000 compounds, 0.37% hits; AID 720551; Q12809;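 active means maximum activity change below -70%; inconclusive means maximum activity change between -70% and -50%; inactive means maximum activity change above -50%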; further: on the % scale 0 is the no-effect control and ±100 the full control effect
#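 U2OS cells transduced with wild-type KCNH2 virus are loaded with FluxOr dye for 45 min, and thallium flux is measured in kinetic reads before and after stimulation buffer. Rate constants are normalized to DMSO controls.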
# TSHR antagonist = blocks TSH signaling through the human TSH receptor; P16473; 330,000 compounds, 0.2% hits; AID 504810; activity change, negative = inhibition, % at 11.5 µM; TSHR-expressing cells, TSH-stimulated cAMP HTRF, 2 h; stronger effect = lower value;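 active means activity change below a set negative limit, meaning inhibition stronger than a set level, cut at about -70% in these data; inconclusive means activity change between two set negative limits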; further: on the % scale 0 is the no-effect control and ±100 the full control effect
#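 Competitive HTRF cAMP read-out (cryptate anti-cAMP antibody, cAMP-d2; 30 min, room temperature) in freshly harvested TSHR cells. Compounds added before TSH at EC80 (4nM final), followed by 2 hours' incubation at 37 deg C.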
# Giardia killer = Giardia lamblia killing; activity change, % at 7.66 µM, hits read low; 340,000 compounds, 0.15% hits; Giardia lamblia trophozoite viability; in the data active means activity change below about -80%; inconclusive means between about -30% and that limit;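 further: parasites exposed to compound for two days anaerobically before the ATP read; on the % scale 0 is the no-effect control and ±100 the full control effect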
#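 Trophozoite viability was measured as ATP-dependent luminescence, read 15-30 min after reagent addition. Before that, parasites at 100 cells/well were exposed to compounds for 48 h, anaerobically, at 37 deg C.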
# GALK inhibitor = blocks human galactokinase activity; P51570; Purified GALK, Kinase-Glo residual ATP luminescence; Potency, µM (top dose mostly 57.5 µM), inactives show top-dose activity change, negative = inhibition, actives largely listed as inhibitors; 270,000 compounds, 0.007% hits; AID 1868; further: potency means the concentration at half of the fitted maximal effect; on the % scale 0 is the no-effect control and ±100 the full control effect
# Target sequence (P51570 whole entry, looked up): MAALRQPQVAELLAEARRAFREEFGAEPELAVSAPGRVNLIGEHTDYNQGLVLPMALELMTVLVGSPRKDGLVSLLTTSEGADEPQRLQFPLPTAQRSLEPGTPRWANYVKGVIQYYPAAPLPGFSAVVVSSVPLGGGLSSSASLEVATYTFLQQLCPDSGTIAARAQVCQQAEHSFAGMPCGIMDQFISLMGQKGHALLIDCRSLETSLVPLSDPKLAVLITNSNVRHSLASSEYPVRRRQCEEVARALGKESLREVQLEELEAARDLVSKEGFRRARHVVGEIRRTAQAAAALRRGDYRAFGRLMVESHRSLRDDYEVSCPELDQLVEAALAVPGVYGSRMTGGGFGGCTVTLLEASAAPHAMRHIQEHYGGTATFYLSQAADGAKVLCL
#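 Galactose (100 uM) and ATP (35 uM) were turned over by 5 nM GALK for 1 h at RT. Kinase-Glo Plus then converted the remaining ATP into a luminescent signal.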
# A-T KAP1 phos = candidate therapy for ataxia-telangiectasia. AID 485349. 320,000 compounds, 0.19% hits. Potency, µM (series often up to 57.5 µM), inactives show top-dose activation, hits mostly activators. […] A-T fibroblasts, KAP-1 phosphorylation AlphaLISA; neocarzinostatin DNA damage 30 min before lysis; further: potency means the concentration at half of the fitted maximal effect; % of control where 0% means no effect; nearly all actives have a fitted effect of over 45% in size
#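 hTERT-immortalized A-T patient fibroblasts ([…]), 500 cells/well in OPTI-MEM, 1% FBS, got compounds for 60 min, then NCS for 30 min at 37C. Lysates were then assayed for phospho-KAP-1 by AlphaLISA (anti-pKAP1 donor, anti-KAP1 acceptor beads), 6 hr at 25C.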
# FBPA coupling cs = inhibits coupling enzyme system, counter-screen for aldolase hits | coupling enzyme system counterscreen, AmpLite Red fluorescence | activity change, negative = inhibition, % at 58.2 µM, hits read low | 290,000 compounds, 0.67% hits | AID 2472; in the data active means activity change below about -30%; further: on the % scale 0 is the no-effect control and ±100 the full control effect
#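 Counterscreen of the coupled detection system alone, without aldolase: glyceraldehyde-3-phosphate coupling enzymes plus AmpLite Red readout. Compounds at 57.5 uM final, 10 min RT preincubation, 20 min RT reaction, fluorescence 525/598 nm.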
# MLL CXXC-DNA inh = MLL CXXC-DNA interaction inhibition; MLL-CXXC / FITC-HOXA9 DNA fluorescence polarization; Potency, µM (doses to about 115 µM), without a hit: at the top dose activity change, negative = inhibition, actives largely listed as inhibitors; Q03164; 290,000 compounds, 0.037% hits; active means well fitted inhibition curve with a large enough effect in the polarisation, with a control signal flat, not every such curve was filed as active; inconclusive means small, poorly fitted or top-dose-only effect, or effect the other way, or a change in a side signal; inactive means no such curve, though single readings can be large or run the other way; the % refers to the polarisation; further: potency means the concentration at half of the fitted maximal effect
#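 Steps: dispense CXXC domain solution (7 uM) → pin compounds or unlabeled HOX-A9 DNA control → 5 min ambient → add FLSN-HOX-A9 solution (50 nM) → spin → 30 min ambient → fluorescence polarization. Tris pH 7.5/NaCl/DTT/BSA buffer.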
# Tb PFK block = inhibitors of T. brucei phosphofructokinase. O15648. T. brucei PFK, ADP-Glo luminescence. Potency, µM (doses to about 57.5 µM), inactives show at the highest dose activity, negative = inhibition, usual class: inhibitors. 330,000 compounds, 0.17% hits. AID 485367;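 further: potency means the concentration at half of the fitted maximal effect; 0% = uninhibited 1x PFK enzyme wells and -100% = no-enzyme wells; nearly all actives have a fitted effect of over 60% in size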
# Target sequence (O15648 whole entry, looked up): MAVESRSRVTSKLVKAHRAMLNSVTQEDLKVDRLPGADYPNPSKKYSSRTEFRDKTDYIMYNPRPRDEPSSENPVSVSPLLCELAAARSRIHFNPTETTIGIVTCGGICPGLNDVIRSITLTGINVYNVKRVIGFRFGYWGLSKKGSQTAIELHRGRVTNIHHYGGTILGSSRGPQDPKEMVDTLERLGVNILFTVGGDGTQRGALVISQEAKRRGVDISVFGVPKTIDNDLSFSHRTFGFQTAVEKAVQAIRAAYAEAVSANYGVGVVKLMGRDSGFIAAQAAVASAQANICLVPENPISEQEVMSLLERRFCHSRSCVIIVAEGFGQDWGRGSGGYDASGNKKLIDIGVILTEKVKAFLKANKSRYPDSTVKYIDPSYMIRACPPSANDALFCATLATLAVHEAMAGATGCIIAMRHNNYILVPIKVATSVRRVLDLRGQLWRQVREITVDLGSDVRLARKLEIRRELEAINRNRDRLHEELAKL
#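 Compounds were pin-transferred as a titration series up to 57 uM into substrate buffer (0.5 mM F6P, 0.1 mM ATP, pH 8.0), then 1.25 nM PFK was added and reactions ran 45 min before ADP-Glo detection.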
# Numbers without * were called inactive; ? = inconclusive; . = no result given; [ ] = dose if it differs, or a comment. Unless noted, the call rests on the fitted dose curve; in most records, active means well fitted curve in the direction sought with a large enough effect; inconclusive means small, poorly fitted or top-dose-only effect, or another doubt; inactive means no such curve, though single readings can be large; an effect the other way counts as inactive or inconclusive.
SMILES,TCR activator,Chronic BCR inh,KCNH2 WT inh,TSHR antagonist,Giardia killer,GALK inhibitor,A-T KAP1 phos,FBPA coupling cs,MLL CXXC-DNA inh,Tb PFK block
COc1ccc2[nH]c(C)c(CCN(Cc3cccs3)C(=S)Nc3ccccc3OC)c2c1,-8%,-1%,5,-2,3,-1%,1%,-5,2%,1%
O=[N+]([O-])c1ccc2nc(-c3ccccc3)n(OCc3ccc(Cl)cc3)c2c1,-2%,1%,9,3,12,0%,2%,-1,26%,?
CCOC(=O)C1=C(CSc2nc(CC)c(C)cc2C#N)OC(N)=C(C#N)C1c1ccccc1 (stereo not drawn),-2%,?,-4,-16,-4,2%,.,-2,21%,-3%
CCN(CC)c1ccc(NC(=O)C2CCCC2)cc1,1%,?,20,-13,13,-2%,-1%,-2,0%,-1%
COc1ccc(CN2CCC(=O)N([C@H](CO)CC(C)C)CC2)cc1OC,3%,-13%,4,6,-17,.,7%,0,-1%,-2%
CN1CCN(CCCNC(=O)C2CCN(c3nnc(-n4cccc4)s3)CC2)CC1,-1%,-3%,8,13,7,-3%,1%,-1,2%,-3%
Cc1ccc(N=C2NC(=O)/C(=C/c3cccn3C)S2)cc1C,1%,?,-7,-11,-22,-5%,-2%,-2,3%,2%
COc1ccc(C2c3[nH]c4ccccc4c3C[C@H]3C(=O)N(CCCO)CC(=O)N23)cc1OC (stereo partly drawn),-6%,-11%,9,-1,1,-1%,20%,0,2%,5%
O=c1c2ccccc2nc2n1CCN2,-2%,6%,21,7,2,-4%,1%,1,2%,-21%
COc1ccc(S(=O)(=O)NCCNC(=O)N2CCOCC2)cc1,0%,2%,-9,0,-22,-6%,3%,.,-5%,1%
CCCOc1cc(C)c(S(=O)(=O)N2CCN(C)CC2)cc1C,-2%,5%,-4,2,8,-4%,8%,-2,-1%,-1%
C/C(=C\c1ccccc1)CN1CCN(c2ccccc2F)CC1,7%,.,20,.,-2,-2%,.,2,-3%,.
O=C(Cn1cccn1)N1CCCC(N2CCN(Cc3ccc4c(c3)OCO4)CC2)C1 (stereo not drawn),-3%,-3%,-32,13,-10,-7%,2%,.,8%,6%
N/C(COc1ccc(Cl)cc1Cl)=N\O,-5%,-3%,-4,-2,-15,-1%,12%,-1,-1%,-1%
CC1=NN(c2ccc(Cl)cc2)C(=O)C1,7%,5%,2,-3,-26,11%,-3%,3,2%,-7%
Cc1ccc(S(=O)(=O)NC2=NCN(Cc3cccnc3)CN2)cc1,-7%,-2%,6,0,14,6%,0%,3,-1%,-5%
CCOc1ccc(N2CC(C(=O)NCCN3C(=O)S/C(=C\c4cccnc4)C3=O)CC2=O)cc1 (stereo not drawn),5%,-18%,-5,-4,3,0%,-6%,-3,0%,1%
Cc1ccc(N2CC(NS(=O)(=O)c3cccnc3)CC2=O)cc1C (stereo not drawn),-3%,5%,-13,-4,3,.,11%,.,.,2%
CC(C)[C@@H]1NC(=O)c2cc([N+](=O)[O-])cc(I)c2NCC[C@@H](C(N)=O)NC(=O)[C@H](CO)NC1=O,.,1%,.,4,.,.,-14%,1,5%,-14%
Cc1cccc(OCCNC(=O)CCNS(=O)(=O)c2ccc3ccccc3c2)c1,5%,?,-1,20,-22,.,7%,.,.,-4%
COC(=O)C(C(=O)Nc1cccc(Cl)c1C)C1CCCC1 (stereo not drawn),-4%,10%,-8,19,-4,4%,2%,1,-5%,0%
C=CCNC(=O)c1c(N)n(-c2cccc(S(N)(=O)=O)c2)c2nc3ccccc3nc12,0%,9%,0,-1,24,7%,?,0,5%,-2%
Cc1ccc(S(=O)(=O)N(C)c2nonc2C)cc1,-5%,0%,2,1,1,2%,0%,-4,-5%,-4%
CCN(CC)C(=O)CN(c1cc(Cl)ccc1OC)S(=O)(=O)c1ccc(C)c([N+](=O)[O-])c1,1%[46.1 µM],-4%,-2,-8,12,-1%,-1%,2,-9%,0%
CC1CC(C)CN(C(=O)c2cn(C)c3ccc(S(=O)(=O)N(C)C)cc3c2=O)C1 (stereo not drawn),2%,-1%,-4,10,8,4%,7%,-3,4%,-5%
Cc1cc2oc(=O)cc(CN(C)Cc3ccccc3Cl)c2cc1C,-3%,?,-3,1,-7,1%,13%,3,17%,-5%
CN(CC(=O)Nc1ccc(Cl)cc1)C(=O)C1CCCC1,-2%,?,-4,5,10,.,6%,.,.,7%
C=C(C)CNC(=S)NNC(=O)CCn1c2cc(Cl)ccc2c2ccc(Cl)cc21,2%[46.1 µM],6%,-12,-3,-8,1%,-3%,1,-8%,7%
O=C(O)c1ccc(S(=O)(=O)NC2CCCCCC2)cc1,10%,10%,0,15,?,-1%,-7%,9,-6%,4%
CCCC(C)c1oc(=O)cc(O)c1C (stereo not drawn),-2%[46.1 µM],7%,-5,-10,-1,.,15%,.,.,0%
CC(C)(C)NC(=O)COC(=O)c1c2c(nc3ccccc13)CCC2,-37%,6%,0,-1,13,3%,4%,-1,-8%,-4%
CC(C(=O)Nc1ccc(C#N)cc1)N1CCN(C(=O)C2CC2)CC1 (stereo not drawn),1%,3%,10,17,-3,.,19%,.,.,0%
COc1ccc(CCNC(=O)CNC(=O)c2nn(-c3ccc(OC)c(OC)c3)c(=O)c3ccccc23)cc1OC,-1%,1%,4,0,-9,-3%,1%,1,0%,1%
COC(=O)CNc1nc(Cl)nc(NC2CCCCC2)n1,5%,7%,-5,-2,0,-2%,-7%,2,14%,0%
CCN(CCCNC(=O)c1ccc2c(c1)NC(=O)CN2C)c1cccc(C)c1,-1%,?,-16,5,-8,-6%,13%,.,-5%,2%
Cc1nnc(SCC(=O)NC(C)c2ccccc2)[nH]c1=O (stereo not drawn),6%,8%,7,-1,28,0%,-4%,2,-7%,3%
O=C(Nc1nnc(-c2ccco2)o1)c1ccc(Cl)cc1,7%,?,-4,9,-14,-2%,-3%,0,15%,-3%
c1ccc2c(c1)CCc1snnc1-2,15%,-1%,-2,-13,44[activator],1%,12%,-1,-1%,2%
COC(=O)[C@H](CCSC)NC(=O)c1cccnc1SC,-4%,?,-31,3,19,-1%,0%,1,43%[activator],3%
CCOc1c(Cl)cc(/C=N/O)cc1OC,0%,?,1,8,-11,-5%,3%,2,0%,-3%

# Some values from the entries so far:
# In FBPA coupling cs, `O=C(Nc1nnc(-c2ccco2)o1)c1ccc(Cl)cc1` is entered as 0
# In TSHR antagonist, `COc1ccc(CCNC(=O)CNC(=O)c2nn(-c3ccc(OC)c(OC)c3)c(=O)c3ccccc23)cc1OC` is entered as 0
# In A-T KAP1 phos, `CC(C)(C)NC(=O)COC(=O)c1c2c(nc3ccccc13)CCC2` is entered as 4%

# Later entries.
SMILES,TCR activator,Chronic BCR inh,KCNH2 WT inh,TSHR antagonist,Giardia killer,GALK inhibitor,A-T KAP1 phos,FBPA coupling cs,MLL CXXC-DNA inh,Tb PFK block
COCc1cc(CN2CCN(C)CC2)c(O)c2ncccc12,2%,?,-27,-13,1,2%,.,-16,1%,4%
O=C(NCc1ccco1)/C(=C/c1ccc([N+](=O)[O-])cc1)NC(=O)c1ccco1,0%,0%,41,-6,-14,0%,6%,0,27%,0%
CCc1cccc(NS(=O)(=O)c2ccc3c(c2)N(C)CCO3)c1,-1%,-1%,2,-22,1,0%,5%,.,2%,1%
O=C(OCC(=O)N1CCCC1=O)c1cc(Cl)ccc1O,0%,2%,-1,-7,-2,.,1%,.,.,-10%

# Pulled by compound from above, six records:
SMILES,TCR activator,Chronic BCR inh,KCNH2 WT inh,TSHR antagonist,Giardia killer,GALK inhibitor,A-T KAP1 phos,FBPA coupling cs,MLL CXXC-DNA inh,Tb PFK block
COc1ccc(CCNC(=O)CNC(=O)c2nn(-c3ccc(OC)c(OC)c3)c(=O)c3ccccc23)cc1OC,-1%,1%,4,0,-9,-3%,1%,1,0%,1%
O=C(Cn1cccn1)N1CCCC(N2CCN(Cc3ccc4c(c3)OCO4)CC2)C1 (stereo not drawn),-3%,-3%,-32,13,-10,-7%,2%,.,8%,6%
COC(=O)C(C(=O)Nc1cccc(Cl)c1C)C1CCCC1 (stereo not drawn),-4%,10%,-8,19,-4,4%,2%,1,-5%,0%
COc1ccc(S(=O)(=O)NCCNC(=O)N2CCOCC2)cc1,0%,2%,-9,0,-22,-6%,3%,.,-5%,1%
CC1=NN(c2ccc(Cl)cc2)C(=O)C1,7%,5%,2,-3,-26,11%,-3%,3,2%,-7%
O=C(OCC(=O)N1CCCC1=O)c1cc(Cl)ccc1O,0%,2%,-1,-7,-2,.,1%,.,.,-10%

# Screening results (PubChem)
